BB579 growth dn – reduces growth of yeast BB579 in restrictive medium | hit rate 0.51% among 140,000 | S. cerevisiae BB579 growth, OD615, 48 h | AID 804 | inhibition, % at 10 µM;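 active = inhibition above a set limit, 3 SD over the mean compound inhibition, cut at about 44% in these data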; note: inactives centre near -24
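Assay system – yeast BB579 (DeaD) · Dosing – single compound dose of 10 µM, 0.25% DMSO final · Detection – OD615 turbidity measurement · Buffer or medium – CSMM-D restrictive synthetic medium containing dextrose (glucose) · Benchmarks – positive control amphotericin B 10 µg/mL · Incubation – 48 h exposure, 30 °C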
Yeast lifespan up – extends the lifespan of yeast. hit rate 0.68% among 130,000. S. cerevisiae growth with nicotinamide, OD615; deaD strain in restrictive glucose medium. inhibition of the nicotinamide effect, % at 10 µM;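 active = inhibition above a set limit, placed 3 SD over the median of all compounds, cut at about 26% in these data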;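 note: 0% = nicotinamide-treated wells and 100% = cells grown without nicotinamide; some compounds called inactive have numbers as strong as hits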
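Assay system: engineered S. cerevisiae DeaD replicative-lifespan strain, galactose-grown log-phase cells; medium: restrictive CSMM-D dextrose medium; also added: nicotinamide, 1.5 mM, co-present with compound; schedule: 48 h compound exposure at 30 °C, humidified; detection: absorbance at 615 nm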
PTEN del growth – PTEN-deleted cell growth suppression | viability, % at 10 µM | hit rate 1.2% among 140,000 | HCT116 PTEN-null viability, CellTiter-Glo, 60 h; stronger effect = lower value | AID 827;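 active = viability at or below a set limit, 4 SD under the median of all tested compounds, cut at about 3.7% in these data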;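 note: PTEN knockout HCT116 line with beta catenin targeted HCT116 as companion control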
bCat KO growth – beta-catenin-lacking colon tumor cell growth suppression. HCT116 beta-catenin knockout viability, CellTiter-Glo, 60 h; stronger effect = lower value. viability, % at 10 µM. hit rate 1.5% among 140,000;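 active = viability at or under a set limit, the compound median less 4 SD, cut at about 6% in these data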;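 note: 0% = Hyamine 1622 control at 20 µM and 100% = untreated cell control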
Phagocytosis inh – blocks phagocytosis by macrophages; J774A.1 macrophage IgG-bead phagocytosis, imaging; inhibition, % at 5 µM; hit rate 0.07% among 110,000;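 active = inhibition above the mean of the plate negative controls plus 5 SD, cut at about 13% in these data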;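 note: phagocytic index as fraction of beads internalized from green versus red external bead signal; plate controls were DMSO negative control for no effect and cytochalasin-D positive control for full effect; some results beyond the cut were filed as inactive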
E-sel TNF inh – TNF alpha driven E-selectin expression inhibition; AID 1246; hit rate 0.71% among 120,000; inhibition, % at 2 µM; HUVEC TNFa-induced E-selectin immunofluorescence, high content;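 active = inhibition above the batch mean plus 3 SD, and confirmed as a hit on visual image review, cut at about 43% in these data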;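 note: 0% = TNF-stimulated DMSO wells and 100% = unstimulated control wells; not every result past the cut was called active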
NPY-Y2 antag – antagonists of human neuropeptide Y receptor Y2; inhibition, % at 2.7 µM; hit rate 0.99% among 140,000; P49146; NPY-Y2 expressing cells, antagonist mode; in the data active = inhibition above about 17%;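 note: 0% = vehicle with agonist challenge and 100% = reference antagonist with challenge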
Target sequence (P49146 whole entry, looked up): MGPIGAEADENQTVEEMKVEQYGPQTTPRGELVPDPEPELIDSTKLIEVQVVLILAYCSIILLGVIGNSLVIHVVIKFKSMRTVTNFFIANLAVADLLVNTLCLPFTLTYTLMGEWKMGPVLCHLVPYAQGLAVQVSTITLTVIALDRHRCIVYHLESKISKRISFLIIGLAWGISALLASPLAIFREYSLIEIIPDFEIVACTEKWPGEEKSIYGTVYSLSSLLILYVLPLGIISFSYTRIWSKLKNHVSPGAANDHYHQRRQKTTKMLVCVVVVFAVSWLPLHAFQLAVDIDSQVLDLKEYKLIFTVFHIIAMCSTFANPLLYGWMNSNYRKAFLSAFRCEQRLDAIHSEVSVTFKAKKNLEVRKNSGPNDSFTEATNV
MRP1 act – MRP-1 activation | AID 799 | hit rate 0.61% among 140,000 | H69AR cells + doxorubicin, viability rescue, CellTiter-Glo | viability increase, % at 10 µM;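 active = viability gain under doxorubicin at or above a set limit, the compound median plus 3 SD, cut at about 4.7% in these data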;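 note: MRP-1 overexpressing cells given doxorubicin 25 µM after compound pretreatment; 18-22 h compound pretreatment then 72 h with doxorubicin before readout; 0% = doxorubicin-only wells and 100% = vehicle-treated cells without doxorubicin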
GALR2 antag – blocks the human galanin receptor 2; inhibition, % at 4 µM; AID 828; GALR2-expressing cells, antagonist mode; hit rate 0.39% among 140,000; O43603; in the data active = inhibition above about 27%;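 note: cells stimulated with galanin 1-16 at roughly its EC80; 0% = agonist challenge control and 100% = basal control without agonist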
Target sequence (O43603 whole entry, looked up): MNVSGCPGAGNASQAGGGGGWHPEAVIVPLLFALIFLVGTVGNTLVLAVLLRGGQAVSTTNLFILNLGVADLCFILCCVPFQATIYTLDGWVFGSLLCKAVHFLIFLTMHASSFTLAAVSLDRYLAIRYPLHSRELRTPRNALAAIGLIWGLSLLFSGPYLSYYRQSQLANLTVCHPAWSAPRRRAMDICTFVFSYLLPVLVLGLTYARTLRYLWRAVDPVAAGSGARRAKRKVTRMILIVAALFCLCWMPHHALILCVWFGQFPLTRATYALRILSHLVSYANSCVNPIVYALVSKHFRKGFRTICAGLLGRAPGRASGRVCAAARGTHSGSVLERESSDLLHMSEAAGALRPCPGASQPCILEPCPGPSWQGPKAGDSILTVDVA
Measles CPE – protection of cells from measles virus | Measles virus-infected cells, CPE protection, absorbance | protection (pct of control), % at 4 µM | hit rate 1.5% among 140,000 | AID 841; in the data active = protection mostly above about 24%, no sharp cut-off; inactive = mostly below about 26%; note: some compounds called inactive have numbers as strong as hits
* marks the source's active call; other numbers are inactive results; . = not tested or not shown.

SMILES	BB579 growth dn	Yeast lifespan up	PTEN del growth	bCat KO growth	Phagocytosis inh	E-sel TNF inh	NPY-Y2 antag	MRP1 act	GALR2 antag	Measles CPE
CCC(C)Nc1nc2c(c(=O)n(C)c(=O)n2C)n1Cc1cccc(C)c1 (stereo not given)	-21	-5	87	86	.	13	0	-2.7	-8	32
CCOC(=O)c1[nH]c2cc(OC)c(OC)cc2c1NC(=O)C(C)N1CCN(Cc2ccccc2)CC1 (stereo not given)	7	-16	37	31	-1	-7	-1	-1.4	18	15
COc1ccc(-n2c(=O)[nH]cc(C(=O)N3CCc4ccccc43)c2=O)cc1	-28	-7	98	103	.	-6	-1	-2.9	12	30
Cc1ccc(C)c(NC(=O)Cc2csc(-c3ccccc3)n2)c1	-24	1	86	78	-8	.	3	-2.0	5	8
COc1ccccc1C(=O)Nc1nc2ccc(S(C)(=O)=O)cc2s1	-25	-2	71	84	.	5	8	-4.4	7	4
CCCCN(C)C1=Nc2cccc3cccc1c23	-40	-1	36	47	-1	16	5	-0.6	0	12
Cc1c(Cl)c([N+](=O)[O-])nn1CCCC(=O)N(Cc1ccccc1)Cc1ccccc1	-39	-1	76	68	-3	.	3	-3.5	-11	11
COc1nc(N(CC(N)=O)S(=O)(=O)c2ccccc2)nc(C)c1Cl	-11	.	94	79	.	-1	1	-0.9	0	29*
Cc1ccc(OCC(O)CN2CCN(Cc3ccc4c(c3)OCO4)CC2)cc1C (stereo not given)	-30	7	80	81	-1	6	9	-1.2	6	3
Cn1c(=O)c2c(n(C)c1=O)=NC1(CCCCC1)ON=2	-35	-6	93	94	-1	.	-1	-0.9	-5	2
COC(=O)COc1ccc(S(=O)(=O)N2CCc3ccccc3C2)cc1	-52	6	106	98	.	4	0	1.0	-2	24
COc1ccccc1C(CC(=O)Nc1ccc(C)c(C)c1)c1ccc(OC(C)C)cc1 (stereo not given)	-5	-1	63	71	-3	.	9	-0.1	8	7
Cc1nnc(Sc2cc(C(=O)NCc3ccco3)c3ccccc3n2)s1	-4	-21	70	72	2	4	2	-5.2	-22	6
CCOc1nc(SC(C(C)=O)C(=O)Nc2ccccc2)nc(N(C)C)n1 (stereo not given)	-24	3	97	95	.	-22	12	-1.8	-6	8
COc1ccc(C(CC(=O)O)NC(=O)OC(C)(C)C)cc1 (stereo not given)	-18	.	104	86	.	37	2	-0.1	-4	4
COC(=O)c1ccc(CSc2nnc(NC(=O)C3CC(=O)N(Cc4ccc(C)cc4)C3)s2)cc1 (stereo not given)	-16	-2	96	103	-4	6	4	-2.9	-4	26
COc1cccc(/C=N/NC(=O)CC2C(=O)NN=C2C)c1OC (stereo not given)	-19	-8	91	97	0	15	6	-1.3	6	5
Cc1ccc(NC(=O)c2cc(C)nn2-c2ccccc2)cc1	-7	-10	90	97	1	.	3	0.2	-5	4
CCOc1cc(C2C3=C(CCCC3=O)Nc3nc(C(=O)OC)nn32)ccc1OC (stereo not given)	-11	-7	92	84	.	6	-1	-0.7	1	5
Cc1nn(C2CCS(=O)(=O)C2)c(Cl)c1/C=C/C(=O)OCC(=O)c1c[nH]c2ccccc12 (stereo not given)	-10	-2	64	67	-1	19	-3	-1.1	5	4
Cc1onc(-c2ccccc2Cl)c1C(=O)Nc1ccccc1C(=O)NC(C)C	-26	-5	66	61	-3	4	-1	-2.5	5	9
O=C(/C(=C/c1ccccc1Cl)c1ccccc1)N1CCOCC1	-9	5	100	100	-4	-22	4	-3.0	4	3
CCOc1ccc(S(=O)(=O)N(C)c2ccc(OCC(=O)Nc3nc4ccccc4s3)cc2)cc1	-43	3	25	21	-13	.	3	-1.0	-5	25
CC1CCCC(NC(=O)CN2CCN(Cc3ccc(Cl)cc3)C2=O)C1C (stereo not given)	-28	-7	72	71	-1	1	4	3.1	-6	2
O=C(C1CCCO1)N1CCN(C(=S)Nc2ccc(Cl)cc2Cl)CC1 (stereo not given)	10	0	100	91	-8	.	-1	0.3	0	16
CCn1c(SCC(=O)N2CCCc3ccccc32)nc2cccnc21	-20	-12	86	85	-1	14	1	-0.9	-5	3
CCCc1nnc(NC(=O)CCC(=O)Nc2ccc(F)cc2)s1	-27	-7	98	91	2	.	2	-2.4	-10	4
Cc1sc2ncnc(NCC3(N4CCOCC4)CCCCC3)c2c1C	-33	1	90	91	1	24	2	-3.9	-6	9
CC(=O)c1ccc(OC(=O)N(c2ccccc2)c2ccccc2)cc1	-6	-12	93	103	0	6	2	-1.4	3	20
CCOC(=O)N1CCC(NC(=O)c2ccc3c(c2)N(Cc2ccc(F)cc2)CCS3)CC1	-50	-6	34	32	0	.	4	-0.5	-1	9

Measles CPE: entries above that show a hit
SMILES	BB579 growth dn	Yeast lifespan up	Phagocytosis inh	E-sel TNF inh	NPY-Y2 antag	GALR2 antag	Measles CPE
COc1nc(N(CC(N)=O)S(=O)(=O)c2ccccc2)nc(C)c1Cl	-11	.	.	-1	1	0	29*

(continued)
SMILES	BB579 growth dn	Yeast lifespan up	PTEN del growth	bCat KO growth	Phagocytosis inh	E-sel TNF inh	NPY-Y2 antag	MRP1 act	GALR2 antag	Measles CPE
O=C1c2[nH]nc(-c3ccccc3O)c2C(c2ccc(F)cc2)N1Cc1ccco1 (stereo not given)	-32	-4	80	81	2	-2	6	-1.4	2	31
COCCSc1nnc(-c2cnccn2)o1	-10	-3	87	96	-1	.	1	-0.8	9	9
Cc1cccc(N(CC(=O)Nc2ccc(CC#N)cc2)S(C)(=O)=O)c1	-33	-21	111	97	0	-15	2	-4.4	0	3
Cc1cc(NS(=O)(=O)c2ccc(NC(=S)NC(=O)c3ccc(F)cc3Cl)cc2)no1	-21	-6	94	90	3	-6	2	-2.0	8	10
CCC(C)NS(=O)(=O)c1ccc(OCC(=O)Nc2ccc3c(c2)OCCO3)cc1 (stereo not given)	-27	-3	103	95	.	2	2	-1.6	3	10
Cn1c(CN2CCCCC2)nc2cc(NC(=O)c3cccc(Br)c3)ccc21	-37	-12	15	7	-1	-8	3	-2.4	-8	4
CC1=CC(C)(C)Nc2ccc(C)cc21	-31	-18	90	93	0	-3	1	-1.1	-2	4
c1ccc(-c2nnc(CSc3nncs3)o2)cc1	-50	-3	95	107	0	4	2	-0.3	-7	3
Cc1nccn1CCCN1C(=O)OC2(CCCCC2)C1(C)O (stereo not given)	-37	.	100	96	.	-24	1	-0.2	-4	2
CCc1ccc2c(CC(=O)Nc3nnc(C4CC4)s3)coc2c1	-48	-10	93	93	-2	-17	4	0.0	-8	3
COc1ccccc1NC(=O)C1=C(C)N(c2ccccc2)C(=S)NC1c1cccc(C(F)(F)F)c1 (stereo not given)	-54	-7	15	30	1	21	10	-4.2	-9	11
CCCC/S(CC1CC1(Cl)Cl)=N\S(=O)(=O)c1ccc(C)cc1 (stereo not given)	-17	-8	92	99	0	17	2	-1.4	-3	2
CCC(C)(C)C1CCc2c(sc(NC(=O)c3ccoc3C)c2C(N)=O)C1 (stereo not given)	-21	8	95	101	.	2	4	-3.1	11	19
Cc1ccc(CC(=O)OCCNC(=O)c2cccnc2)cc1	21	-10	101	102	0	.	1	-0.4	-5	4
CC(C)c1ccc(NC(=O)COC(=O)COc2ccccc2)cc1	-11	-3	96	92	4	-12	2	-1.4	1	13
Cc1csc(=O)n1CC(=O)OCc1cccc2ccccc12	-26	-8	101	91	.	-29	4	-2.7	2	6
COc1cc(NC(=O)N[C@H](C(=O)O)C(C)C)cc(OC)c1	-7	-4	96	91	0	-7	-1	0.0	2	4
CCOC(=O)CNS(=O)(=O)c1ccc(C(=O)O)cc1	-24	-4	96	97	-2	-11	-1	-2.0	-4	28
CCOC(=O)N1CCC(N2Cc3cccc(C(=O)NCc4ccc(OC)cc4)c3C2=O)CC1	-57	2	91	89	0	5	3	-1.6	2	7
CCOC(=O)C(=O)Nc1ccccc1C(N)=O	-20	0	102	101	-1	-4	2	0.5	12	24
COC(=O)c1cccc(C(=O)Oc2cccc(Br)c2)n1	8	1	85	91	.	-35	1	-2.3	2	13
CCCOc1ccc(N2CC(C(=O)Nc3ncccc3C)CC2=O)cc1 (stereo not given)	-4	-17	96	98	-1	-18	8	-1.9	7	2
CSc1ncccc1C(=O)OCC(=O)N1CCOCC1	-11	-10	94	104	0	-12	1	-0.1	-10	20
COc1ccccc1CNC(=O)CC(C)C	-20	-27	101	97	.	-13	-2	-2.1	-4	4
COc1ccc(-c2noc(-c3cc(Cl)ccc3Cl)n2)cc1OC	-35	-17	100	104	-1	-5	-3	-2.6	-11	19
COc1ccccc1Cn1cnc2cccnc21	-56	-8	91	95	0	.	-1	-0.1	-6	4
Cc1ccc(C(=O)NCCc2nnc3ccc(SCC(=O)Nc4ccc(C)cc4C)nn23)cc1	-7	10	80	90	-8	17	2	-0.9	4	8
O=C(CCCSc1nc2ccccc2s1)NCc1ccc2c(c1)OCO2	-49	1	90	82	.	-13	8	-2.2	10	2
Cc1ccc(NC(=O)C2CCCN(S(=O)(=O)c3c(C)noc3C)C2)cc1F (stereo not given)	5	-15	80	81	-4	.	3	0.7	8	5
CCN1C(=O)c2cccc3c(NC(=O)c4ccc5c(c4)OCCO5)ccc1c23	-38	-10	87	93	0	16	3	-2.2	9	8
CCSc1nc(N2CCCCC2)c2c(c1C#N)CCCC2	-39	-6	83	73	-2	-11	13	1.5	-3	18
CC(C)(C)c1cc(OC(=O)c2ccncc2)ccc1O	-12	.	79	78	.	93*	4	-2.9	8	7
COC(=O)C1=C(C)NC(=S)N(C(C)=O)C1c1ccccc1 (stereo not given)	-43	.	99	93	.	-3	2	-0.9	4	5
O=C(NCc1ccncc1)C(=O)NCC(c1ccco1)N1CCN(c2ccccc2F)CC1 (stereo not given)	-26	3	95	100	-8	.	0	-0.5	-1	8
N/C(=N\OC(=O)c1ccc2ccccc2c1)c1ccc(Br)cc1	-34	3	95	96	7	14	6	-2.3	-3	17
COc1ccc(OCC(=O)NNC(=O)c2ccc(-c3ccccc3)cc2)cc1	-40	-10	85	87	.	-8	1	-4.6	4	2
Cc1cnc(C(=O)OCC(=O)Nc2ccc(Cl)cc2Cl)cn1	-34	-5	85	85	.	-10	1	-2.6	-17	19
COc1ccc(NC(=O)C2OCCc3ccccc32)c(OC)c1 (stereo not given)	-6	-7	77	77	1	-7	-2	-2.1	5	0
C=CCc1cccc2cc(C(=O)OCC(=O)c3ccccc3)c(=O)oc12	-2	-7	108	100	1	8	3	0.9	-6	9
O=C(CN1CCOCC1)Nc1ccccc1-c1ccccc1	-33	-3	109	97	0	-4	3	-0.5	-1	9
CC(C)CNc1nnnc2c1sc1nc(N3CCOCC3)c3c(c12)CC(C)(C)SC3	-8	-10	41	45	8	-67	0	-1.6	4	10
Cc1nc([N+](=O)[O-])c(Br)n1CC(=O)c1ccc(Br)cc1	-25	-5	4	3.0*	.	24	4	-2.3	23	30
COc1ccc(C(=O)N(CN2CCCC2=O)c2cc(C)on2)cc1OC	0	-15	120	110	0	.	1	-3.8	5	36

An unsorted share of the library; about 6.1% have a hit in one of these screens.
